Source: PubChem BioAssay (Broad Institute)
Statin myotox sup – suppressors of simvastatin-induced myotoxicity in C2C12 myotubes; AID 602340; 330,000 compounds, 0.78% hits; ATP luminescence, 48 h; scaled: DMSO 0, geranylgeraniol control 100; rescue of ATP level, % at 7.49 µM;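 active means mean ATP rescue above about 67%, or every replicate alone reaching that limit, limit read from the data, passing the limit was not always enough; inconclusive means no clear call, values can overlap the other calls; inactive means mean under the limit and some replicate under it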;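 further: myotubes were challenged with 10 µM simvastatin during compound exposure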
SIRT5 inh – blocks human SIRT5 desuccinylation of peptide; Q9NXA8; Purified SirT5, succinyl-peptide AMC, trypsin-coupled fluorescence; inhibition, % at 15 µM; 330,000 compounds, 1.1% hits; AID 652115; in the data active means inhibition above about 15%; inconclusive means no clear call, values can overlap the other calls
Target sequence (Q9NXA8 whole entry, looked up): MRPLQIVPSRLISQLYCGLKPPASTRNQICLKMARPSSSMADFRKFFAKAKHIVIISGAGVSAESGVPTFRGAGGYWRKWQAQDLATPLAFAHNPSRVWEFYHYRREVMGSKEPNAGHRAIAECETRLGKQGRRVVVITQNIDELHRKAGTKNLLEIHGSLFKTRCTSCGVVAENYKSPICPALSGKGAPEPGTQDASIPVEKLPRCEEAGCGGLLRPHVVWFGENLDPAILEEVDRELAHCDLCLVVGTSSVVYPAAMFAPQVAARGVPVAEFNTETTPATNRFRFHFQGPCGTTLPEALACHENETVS
XiGFP reactiv – X-chromosome reactivation activator; XiGFP mouse fibroblasts, % GFP-positive cells imaging, 3 d; cells co-treated with 5-aza-dC sensitizer; scaled so ellipticine positive control = 100%; activation, % at 7.58 µM; 360,000 compounds, 0.055% hits; AID 743238;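 active means mean normalized replicate activation at least 10% and every replicate at or above 10%; inconclusive means only one of the two criteria met; inactive means mean below 10% and not all replicates reach 10%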;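 further: 0% = median of on-plate neutral control wells and 100% = ellipticine 6 µM median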
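System: 68-5-11 XiGFP fibroblast line | Buffer or medium: DMEM containing 5-aza-dC | Compound: Single point | Times: Compounds 3 days, fix/stain 15 min at room temperature | Benchmarks: Positive control ellipticine, 6 µM final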
ERAP1 inh – ERAP1 (human) enzyme inhibition | Q9NZ08 | recombinant ERAP1, Leu-AMC fluorescence, 60 min | inhibition, % at 10.7 µM | 340,000 compounds, 0.15% hits | AID 652197;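 active means mean replicate inhibition of at least 30%, or all replicates individually reaching that 30% level; inactive means mean below 30% and not every replicate reaching it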;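 further: 0% = neutral control wells and 100% = L-leucinethiol positive control wells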
LGR2 antag – Drosophila LGR2 receptor signaling inhibition; 380,000 compounds, 0.35% hits; inhibition, % at 9.99 µM; HEK293 LGR2, CRE-luciferase, bursicon-stimulated, 4 h; AID 720647;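 active means drop in luminescence signal, shown as inhibition above about 50% in the replicate tests, limit read from the data, passing the limit was not always enough; inconclusive means probably only some replicates passing the limit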;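 further: agonist challenge used bursicon conditioned medium at about half maximal strength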
Cneo AK release – causes C. neoformans cell lysis. adenylate kinase release luminescence, 4 h; normalised: neutral wells 0, clomiphene wells 100. lysis activity, % at 15 µM. AID 651654. 360,000 compounds, 0.2% hits;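 active means mean lysis activity across replicates of at least 80%, whatever share of replicates individually reach that level; inactive means mean lysis activity below 80%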
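Test system: log-phase Cryptococcus neoformans yeast cells; Quantity: yeast cell density of 5 × 10^6 cells/mL; Buffer or medium: YPD; Doses: single compound concentration per well; Timing: 4 h at 37 °C static, read 1 h later; Measured by: AK luminescence; Read-out basis: lysis from increased AK signal; Control set: Clomiphene as positive control.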
PGC1a acetyl inh – PGC1a acetylation modulation, inhibitor mode; inhibition, % at 15.6 µM; 350,000 compounds, 0.17% hits; U2OS PGC1a acetylation, AlphaScreen anti-acetyl-lysine; with virally co-expressed GCN5 acetyltransferase;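 active means every replicate shows inhibition of at least 40%; inconclusive means mean inhibition at least 40% but some replicate below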;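 further: 0% = neutral control wells and 100% = positive control wells; some results beyond the cut were filed as inactive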
S100A4 MyoIIA – blocks human S100A4 binding to myosin IIA peptide; inhibition, % at 10.7 µM; S100A4/TAMRA-MyoIIA peptide fluorescence polarization; P26447; 360,000 compounds, 0.14% hits; AID 652163;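 active means mean inhibition of at least 70% across replicates, with every replicate also reaching that level; inconclusive means mean inhibition reaches 70% but some replicates fall short; inactive means mean inhibition below 70%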
Target sequence (P26447 whole entry, looked up): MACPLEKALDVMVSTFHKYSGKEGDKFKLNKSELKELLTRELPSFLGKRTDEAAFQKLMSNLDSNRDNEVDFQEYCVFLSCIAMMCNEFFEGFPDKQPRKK
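Material: S100A4 monomer protein / Buffer or medium: 50 mM HEPES pH 7.2, 10 mM CaCl2, 100 mM KCl / Times: 5 min incubation before reading / Benchmarks: neutral control DMSO, positive control TFP / Reagent: labelled myosin peptide probe, 5 nM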
Active calls of the source: *; ? = inconclusive; . = not tested or not shown.

SMILES	Statin myotox sup	SIRT5 inh	XiGFP reactiv	ERAP1 inh	LGR2 antag	Cneo AK release	PGC1a acetyl inh	S100A4 MyoIIA
C[C@H](CO)N1C[C@H](C)[C@@H](CN(C)C(=O)Nc2ccc(C(F)(F)F)cc2)Oc2ccc(NC(=O)c3ccncc3)cc2CC1=O	-10.9	0.8	-0.1	-0.4	-43.2	0.8	8.8	1.2
Cc1nc(Cl)cc(N/N=C/c2ccc(O)cc2O)n1	2.4	-0.4	0.0	1.1	-38.3	-4.9	-6.4	0.6
CC(C)(C)c1ccc(C(=O)NCC(=O)N2CCCCCC2)cc1	-5.2	-1.3	0.5	-3.0	-6.0	-2.9	.	-3.1
CCOC(=O)C1(Cc2cccc(OC)c2)CCN(Cc2ccccc2)CC1	-11.9	-0.5	0.1	0.3	31.9	1.6	1.6	5.1
N=c1n(CCN2CCOCC2)c2ccccc2n1CC(=O)c1cccc([N+](=O)[O-])c1	-14.3	-0.1	0.1	-2.5	6.8	2.2	16.1	-2.2
COC(=O)CC1(C(=O)OC)Oc2ccc(Br)cc2C(=O)N1c1cc(Cl)c(Cl)cc1Cl (centres undefined)	.	-1.9	-0.1	4.2	19.7	.	.	6.2
CN(CC(=O)Nc1cccc(F)c1)C(=O)c1ccccc1OCCOc1ccccc1	.	1.6	0.0	0.5	11.9	.	.	5.5
O=C(CCl)NC(Cc1ccccc1)c1ccccc1 (centres undefined)	.	-4.6	0.2	-1.3	15.1	.	4.5	1.6
Cc1noc(C)c1S(=O)(=O)N1Cc2ccccc2CC1C(=O)N(C)C (centres undefined)	-6.2	-4.0	0.0	-3.8	6.7	-1.9	10.6	0.2
O=C1CN(Cc2ccccc2)C[C@@H]2[C@H](c3ccc(-c4cccnc4)cc3)[C@@H](CO)N12	.	0.9	1.0	.	13.6	.	3.0	3.6
COCCNC(=O)C(c1ccc(C)cc1)N(Cc1ccccc1)C(=O)CCC(=O)Nc1ccccn1 (centres undefined)	-12.9	.	0.1	-5.6	1.5	1.8	-3.0	-2.2
COc1ccc2c3c([nH]c2c1)[C@@H](CO)N(Cc1ccccn1)CC31CCN(C(C)=O)CC1	.	.	0.1	-2.3	-10.7	.	-4.3	0.2
COc1ccc(S(=O)(=O)N[C@@H]2CC[C@@H](CCNC(=O)CN3CCOCC3)O[C@@H]2CO)cc1	-1.2	0.8	-0.2	1.0	15.3	0.4	3.5	1.8
Cc1cc(C)c(-c2c(O)c3cnn(-c4ccccc4)c3[nH]c2=O)c(C)c1	0.3	-2.3	0.0	-0.6	-4.8	-5.4	-2.1	-11.5
Cc1cccc(C(=O)NC2CCN(C(=S)NCc3ccco3)CC2)c1	-15.0	-12.9	.	1.6	-10.3	4.9	2.3	0.2
CCN(C(=O)C1CSC2(C)CCC(=O)N12)c1nc2c(C)cccc2s1 (centres undefined)	1.3	-1.8	-0.2	0.4	8.3	5.4	7.1	1.0
CSc1ncccc1C(=O)NCCc1ccccc1F	9.8	-5.7	0.4	-2.5	-17.6	-7.3	-6.1	-4.7
O=C(C[C@H]1CC[C@@H](NC(=O)CN2CCOCC2)[C@H](CO)O1)NC1CCC1	-3.1	-11.8	0.1	1.2	-7.8	-0.7	-0.2	-1.9
CCc1nc(SCc2ccc(OC)c(Br)c2)n[nH]1	11.3	-4.8	0.0	1.9	-15.9	.	.	20.2
CC(=O)Nc1ccc(NC(=O)c2ccc(C3SCC(=O)N3CCc3ccccc3)cc2)cc1 (centres undefined)	.	.	0.2	.	-12.7	1.5	-1.1	.

Three structures out of the list, arranged by molecular weight, rising:
SMILES	Statin myotox sup	SIRT5 inh	XiGFP reactiv	ERAP1 inh	LGR2 antag	Cneo AK release	PGC1a acetyl inh	S100A4 MyoIIA
CSc1ncccc1C(=O)NCCc1ccccc1F	9.8	-5.7	0.4	-2.5	-17.6	-7.3	-6.1	-4.7
Cc1noc(C)c1S(=O)(=O)N1Cc2ccccc2CC1C(=O)N(C)C (centres undefined)	-6.2	-4.0	0.0	-3.8	6.7	-1.9	10.6	0.2
O=C1CN(Cc2ccccc2)C[C@@H]2[C@H](c3ccc(-c4cccnc4)cc3)[C@@H](CO)N12	.	0.9	1.0	.	13.6	.	3.0	3.6

(list continues)
SMILES	Statin myotox sup	SIRT5 inh	XiGFP reactiv	ERAP1 inh	LGR2 antag	Cneo AK release	PGC1a acetyl inh	S100A4 MyoIIA
CCOc1cc(/C=N/O)cc(Br)c1OCC(=O)NCc1ccccc1	-2.4	-0.7	0.0	3.9	-7.8	5.6	.	-7.6
Nc1cc(Cl)ccc1C(=O)OCC(=O)N1CCCC1	5.9	-4.4	0.3	-3.9	-16.3	-0.6	.	-2.2
c1ccc(C2[C@H]3CN(CC4CCCCC4)[C@H](c4ccccc4)C34CC2(c2cccnc2)C4)cc1 (some centres undefined)	-9.8	12.5	0.1	-1.7	10.1	-5.3	.	2.5
CCN(CC)c1ccc(/C=N/NC(=O)c2c(Cl)c(C)nn2C)cc1	.	-36.1	0.0	2.1	-8.0	17.7	3.0	1.2
C[C@@H]1CN([C@@H](C)CO)C(=O)c2cccc(NC(=O)Nc3cccc4ccccc34)c2O[C@H]1CN(C)S(=O)(=O)c1ccccc1	-31.1	3.9	.	2.7	.	-0.8	11.9	15.1
Cc1ncoc1C(=O)NC1CCCc2c1cnn2-c1cc(F)cc(F)c1 (centres undefined)	.	2.4	-0.1	1.6	-11.6	.	.	-0.5
CCOc1ccc(C(=O)NCC(=O)N2CCN(c3ccccc3O)CC2)cc1	?	8.2	.	0.5	5.4	7.1	8.6	2.7
CC1(C)CC(=O)C2=C(C1)OC1=C(C(=O)CC(C)(C)C1)C2c1ccc(O)c([N+](=O)[O-])c1	.	0.1	0.0	-2.0	1.1	.	.	-1.6
CCOc1ccc(/C=C/C(=O)OC(C)C(=O)NC2CCCCC2C)cc1OC (centres undefined)	40.4	-0.1	0.1	1.4	-7.0	-0.1	-11.7	-2.7
CCN(CC(=O)NC1CC1)S(=O)(=O)c1ccccc1	7.0	3.3	0.3	-0.5	-0.1	-0.4	.	-7.7
Cc1cc(Cl)ccc1OCCCC(=O)NCc1ccccn1	.	-3.2	0.0	-0.4	.	.	.	-1.8
O=C(O)CCC(=O)Nc1ccc(Br)cc1C(=O)c1ccc(Cl)cc1	3.8	0.4	0.0	-1.6	-4.8	-2.5	0.8	-10.4
CC(C)Cn1c(CN2CCN(c3ccccc3F)CC2)nc2c1c(=O)[nH]c(=O)n2C	-0.7	.	0.1	.	12.0	-0.9	-6.4	12.3
CC1(C)CC(=O)C=C(c2ccc(-c3cccc4c3sc3ccccc34)cc2)C1=O	-10.4	-1.8	0.6	2.3	-32.4	3.6	4.1	-4.2
CCn1ccc(C(=O)N2CCOCC2)n1	.	-0.3	0.6	-1.2	8.7	.	.	3.4
O=C(NCc1ccccc1Cl)c1cnccn1	66.9*	.	.	.	-4.6	-0.6	16.1	.
CCN(Cc1cnn(C)c1)C(=O)CC1C(=O)NCCN1Cc1cccc(OC)c1OC (centres undefined)	.	8.7	0.1	-3.1	-1.1	.	3.3	4.2
CCC/C=C/c1ccc(CN2C(C)C(=O)N(Cc3cn(CCOCOC)nn3)CCS2(=O)=O)cc1 (centres undefined)	-6.8	-2.3	0.0	10.5	-8.5	0.2	.	-1.1
O=C(Nc1c[nH]c(=O)[nH]c1=O)c1ccc([N+](=O)[O-])cc1	.	1.3	-0.1	-4.6	-12.9	.	.	0.4
OCC[C@H]1C[C@H](O)[C@@H](O)[C@]2(CCCc3ccccc3O2)O1	12.9	-3.3	-0.2	-4.8	6.8	0.7	7.2	-4.1

Some of the entries so far, as a markdown table.
| SMILES | Statin myotox sup | SIRT5 inh | XiGFP reactiv | ERAP1 inh | LGR2 antag | Cneo AK release | PGC1a acetyl inh | S100A4 MyoIIA |
| --- | --- | --- | --- | --- | --- | --- | --- | --- |
| CSc1ncccc1C(=O)NCCc1ccccc1F | 9.8 | -5.7 | 0.4 | -2.5 | -17.6 | -7.3 | -6.1 | -4.7 |
| O=C(O)CCC(=O)Nc1ccc(Br)cc1C(=O)c1ccc(Cl)cc1 | 3.8 | 0.4 | 0.0 | -1.6 | -4.8 | -2.5 | 0.8 | -10.4 |

Already shown: entries from further up.
SMILES	Statin myotox sup	SIRT5 inh	XiGFP reactiv	ERAP1 inh	LGR2 antag	Cneo AK release	PGC1a acetyl inh	S100A4 MyoIIA
CC1(C)CC(=O)C=C(c2ccc(-c3cccc4c3sc3ccccc34)cc2)C1=O	-10.4	-1.8	0.6	2.3	-32.4	3.6	4.1	-4.2
CCn1ccc(C(=O)N2CCOCC2)n1	.	-0.3	0.6	-1.2	8.7	.	.	3.4
O=C(NCc1ccccc1Cl)c1cnccn1	66.9*	.	.	.	-4.6	-0.6	16.1	.
CCN(Cc1cnn(C)c1)C(=O)CC1C(=O)NCCN1Cc1cccc(OC)c1OC (centres undefined)	.	8.7	0.1	-3.1	-1.1	.	3.3	4.2
CCC/C=C/c1ccc(CN2C(C)C(=O)N(Cc3cn(CCOCOC)nn3)CCS2(=O)=O)cc1 (centres undefined)	-6.8	-2.3	0.0	10.5	-8.5	0.2	.	-1.1
O=C(Nc1c[nH]c(=O)[nH]c1=O)c1ccc([N+](=O)[O-])cc1	.	1.3	-0.1	-4.6	-12.9	.	.	0.4
OCC[C@H]1C[C@H](O)[C@@H](O)[C@]2(CCCc3ccccc3O2)O1	12.9	-3.3	-0.2	-4.8	6.8	0.7	7.2	-4.1

(continued)
SMILES	Statin myotox sup	SIRT5 inh	XiGFP reactiv	ERAP1 inh	LGR2 antag	Cneo AK release	PGC1a acetyl inh	S100A4 MyoIIA
CCOC(=O)C1CCN(C(=S)Nc2ccc(C)cc2)CC1	.	-3.7	0.2	5.3	-14.1	.	-11.3	-3.3
CCCC(=Nc1ccccc1)C1=C(O)C(C(=O)OC)C(C)(C)CC1=O (centres undefined)	-4.3	-1.4	.	-0.9	-28.1	-1.0	-5.0	-6.1
COc1ccc(C(=O)NC(=S)N2CCNC(=O)C2CC(=O)OC(C)C)cc1 (centres undefined)	3.1	-2.1	0.0	-0.7	4.3	0.9	4.6	-0.8
O=C(NC1CCS(=O)(=O)C1)c1cccc(S(=O)(=O)N2CCCCCC2)c1 (centres undefined)	.	0.0	-0.1	-0.3	-5.6	.	-3.0	-5.8
COc1ccc(NS(=O)(=O)c2cc(NC(=O)CC3CCCC3)ccc2N2CCOCC2)cc1	.	-2.9	-0.1	4.2	10.6	-0.4	.	-6.2
COc1ccc(C)cc1NC(=O)C1CCN(C(=O)C2CC(=O)N(c3ccc(C)cc3)C2)CC1 (centres undefined)	-6.8	-2.3	0.1	-0.3	3.8	0.1	5.8	6.1
COc1ccccc1-c1cnc2c(c1)C(=O)N([C@H](C)CO)C[C@@H](C)[C@H](CN(C)Cc1ccccc1)O2	44.0	1.7	0.8	1.9	-20.5	-1.4	-35.9	2.1
COc1ccccc1OCC(=O)Nc1cccc(S(=O)(=O)NC2=NCCCCC2)c1	-6.7	-0.5	-0.1	-5.9	3.7	8.3	-19.4	1.3

A portion of the library; the hit share may differ from the screen's.
